MT1-MMP act inh: MT1-MMP (human) activation inhibition; P50281; HT1080 RFP-PRO-GFP cells, GFP/RFP ratio fluorescence, overnight; percent of plate control window, DMSO zero; GFP/RFP ratio change, % at 20 µM; hit rate 0.061% among 360,000; AID 651647;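 active = GFP/RFP ratio change of at least 30% with cell ATP level not reduced by more than half and red fluorescence within 50% of control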; note: strong numbers were not always called active
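Assay system – RFP-PRO-GFP reporter HT1080 cells · Compound dosing – single dose of 20 µM compound, 1% DMSO final · Incubation – overnight compound exposure at 37 °C · Measure – GFP/RFP fluorescence ratio · Benchmarks – DMSO wells and RFP-L50D-GFP cells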
MsrA inhibitor: inhibits bovine methionine sulfoxide reductase A. purified bovine MsrA, absorbance read-out. inhibition, % at 15.5 µM. hit rate 0.75% among 360,000; in the data active = inhibition above about 4.5%;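 note: 0% = vehicle wells with enzyme and 100% = reference inhibitor wells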
E coli Lon inh: E. coli protease La inhibition; P0A9M0; purified E. coli Lon protease, fluorescence polarization; inhibition, % at 7.94 µM; hit rate 0.42% among 360,000; AID 602123; in the data active = inhibition above about 13%, passing the limit was not always enough;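 note: 0% = enzyme with probe and DMSO and 100% = no enzyme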
Rin1 Abl inh: blocks binding of human Rin1 to Abl; inhibition, % at 7.35 µM; hit rate 0.4% among 360,000; AID 588664; TR-FRET Rin1/Abl binding, biochemical; in the data active = inhibition above about 5%, passing the limit was not always enough
Neddyl block: blocks human cullin neddylation; TR-FRET cullin neddylation, biochemical; calls only at 25 µM; hit rate 0.58% among 360,000; in the data active = inhibition above about 36%
MsrA act: bovine methionine sulfoxide reductase A activation | AID 602163 | activation, % at 10.6 µM | hit rate 0.3% among 360,000 | purified bovine MsrA, absorbance read-out; in the data active = activation above about 7.5%;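 note: 0% = vehicle and 100% = reference activator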
FAS TE block: blocks the thioesterase domain of human fatty acid synthase | P49327 | recombinant FAS-TE, OMFH fluorogenic substrate, fluorescence endpoint | inhibition, % at 15 µM | hit rate 0.67% among 360,000;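 active = compounds whose normalised, plate-corrected inhibition of enzyme fluorescence in the single-dose primary screen is 50% or more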;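 note: 0% = DMSO with enzyme and 100% = substrate without enzyme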
SKN-1 block: C. elegans SKN-1 inhibition | hit rate 0.49% among 360,000 | C. elegans VP596 Pgst-4::GFP/RFP ratio, acrylamide-induced, 24 h | inhibition, % at 21.8 µM | AID 624304;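 active = interference check ratio from 0.5 to 1.5 plus GFP to RFP signal ratio inhibition reaching or exceeding a fixed threshold, cut at about 30% in these data, passing the limit was not always enough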; note: some compounds called inactive have numbers as strong as hits
NRP1-CendR mod: alters CendR peptide binding to human NRP-1; FAM-RPARPAR peptide binding to NRP-1, fluorescence polarization; inhibition, % at 25 µM; hit rate 0.85% among 360,000;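 active = inhibition or corrected inhibition above about 18%, plus a signal ratio from 0.5 to 1.5, limit read from the data, passing the limit was not always enough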; note: strong numbers were not always called active
* = called active by the depositor; i = inactive; x = no result given; + = active, no number.

Sequence of screens: MT1-MMP act inh, E coli Lon inh, MsrA inhibitor, SKN-1 block, MsrA act, Neddyl block, FAS TE block, NRP1-CendR mod, Rin1 Abl inh
COc1cc(C(=O)NC2CCCCC2)ccc1OCc1ccc(Cl)cc1Cl
  1, 8, -0.6, -4, -5, i, 0, 9, 0
CCN(CC)S(=O)(=O)c1cc(C(=O)Oc2ccccc2OC)ccc1OC
  -2, -5, -0.7, -11, 2, i, 18, -8, -2
CC1C(=O)C(C)C(c2ccccc2)N(N=O)C1c1ccccc1 (configuration not stated)
  1, -14, -0.7, -3, -2, i, 5, 1, 2
CN(C)c1ccc(C2C=C(c3ccc(Cl)cc3OC(F)F)Nc3ncnn32)cc1 (configuration not stated)
  -138, -47, 0.2, 11, 0, x, -139, -109, -1
C/C(Cn1cnc([N+](=O)[O-])n1)=N\NC(=O)c1ccccc1O
  0, -1, 1.4, 0, -1, i, -5, 9, 2
Cn1c(N)c(C(=O)COC(=O)[C@@H]2CCCN2S(=O)(=O)c2ccc(Cl)cc2)c(=O)n(C)c1=O
  2, 3, 0.6, 6, -2, i, -2, 6, -3
COc1c(/C=N/NC(=O)c2ccncc2)c(CCN(C)C(C)=O)cc2c1OCO2
  -1, -5, 2.6, 2, 0, i, -5, 9, 1
CCOc1ccc(NC(=O)C2CCCN(c3cnccn3)C2)cc1 (configuration not stated)
  2, 2, 1.0, 7, -5, i, -7, 10, -1
CSCC[C@H](NC(=O)OC(C)(C)C)C(=O)N1CCC(C(=O)NCC(=O)Nc2ccc(C)cc2)CC1
  3, -2, -0.1, 32, -1, i, -1, -6, -1
Cc1ccc(NC(=O)Nc2ccc(F)cc2)nc1
  3, -2, 0.5, 3, -1, i, 0, -2, 1
COc1ccccc1N(O)C1CC(=O)N(c2ccc(Br)cc2)C1=O (configuration not stated)
  1, -2, -0.4, 21, 0, i, 4, -2, 0
O=C(Nc1ccc(Br)cc1)C1OCCc2ccccc21 (configuration not stated)
  -1, 1, -0.2, 1, -5, i, 12, -6, -1
COc1cccc(NC(=O)COC(=O)c2c(F)cccc2Cl)c1
  -1, -13, 0.4, 5, -2, i, 0, 6, 0
CCSc1nc2ccccc2n1Cc1ccccc1F
  5, -14, -0.1, -2, -2, i, 6, 17, 0
Cc1cccc(C(=O)N2CCCC(Nc3ccc(F)c(F)c3)C2)n1 (configuration not stated)
  -2, 6, 1.6, -20, -7, i, -4, -1, 0
COc1ccc(-n2c(O)c(/C=N/n3cnnc3)c3ccccc3c2=O)cc1
  -5, 10, 0.3, -13, -1, x, -5, 6, -1
COc1cccc(NC(=O)N(C)C[C@@H]2OCc3cnnn3CCCC(=O)N([C@@H](C)CO)C[C@H]2C)c1
  4, -6, 0.5, 14, -4, i, -6, -2, -4
CC1CCN(c2ccccc2NC(=S)NC(=O)c2ccc(-c3cccc([N+](=O)[O-])c3)o2)CC1
  -4, -9, -0.8, 28, -2, i, 10, 0, -1
CCOC(=O)Cn1c(=O)c2c(nc3n2CC(C)CN3Cc2ccccc2)n(C)c1=O (configuration not stated)
  3, -9, 0.0, -2, -10, i, -4, -5, 1
COCCNC(=O)c1ccc(N2CC3CC(C2)c2cccc(=O)n2C3)c(NC(=O)c2c(F)cccc2F)c1 (configuration not stated)
  -1, -2, 0.7, 13, 1, i, -6, 5, 0

Reprinted from the part before: five entries, then new ones.
Sequence of screens: MT1-MMP act inh, E coli Lon inh, MsrA inhibitor, SKN-1 block, MsrA act, Neddyl block, FAS TE block, NRP1-CendR mod, Rin1 Abl inh
COc1ccc(-n2c(O)c(/C=N/n3cnnc3)c3ccccc3c2=O)cc1
  -5, 10, 0.3, -13, -1, x, -5, 6, -1
COc1cccc(NC(=O)N(C)C[C@@H]2OCc3cnnn3CCCC(=O)N([C@@H](C)CO)C[C@H]2C)c1
  4, -6, 0.5, 14, -4, i, -6, -2, -4
CC1CCN(c2ccccc2NC(=S)NC(=O)c2ccc(-c3cccc([N+](=O)[O-])c3)o2)CC1
  -4, -9, -0.8, 28, -2, i, 10, 0, -1
CCOC(=O)Cn1c(=O)c2c(nc3n2CC(C)CN3Cc2ccccc2)n(C)c1=O (configuration not stated)
  3, -9, 0.0, -2, -10, i, -4, -5, 1
COCCNC(=O)c1ccc(N2CC3CC(C2)c2cccc(=O)n2C3)c(NC(=O)c2c(F)cccc2F)c1 (configuration not stated)
  -1, -2, 0.7, 13, 1, i, -6, 5, 0
CCCC(=O)N1CCC1(C)C(=O)NS(=O)(=O)c1ccc(C)cc1 (configuration not stated)
  0, -12, 0.6, 10, -1, i, -6, 12, 0
CC(C)N(Cc1ccccc1)C(=O)c1ccc2nsnc2c1
  -1, 8, 0.0, -7, -2, i, -5, 6, 3
Cc1nn(-c2ccccc2)c2c1C(=O)NC(=O)C(C)(C)C2
  1, 2, -0.1, -36, -10, i, -9, 11, -3
Cc1cccc(OCCSc2nc(N)cc(N)n2)c1
  4, -2, 0.3, -5, 7, i, -5, -15, 3
COC(=O)c1sc2ccccc2c1C(=O)OC
  5, -1, -1.3, 8, -3, i, 0, -18, -2
CC(=O)NNC(=S)NCCc1ccccc1
  5, -10, 0.8, -3, -3, i, -4, -12, 1
O=S(=O)(c1ccc(Br)cc1F)N1CC[C@H](O)C1
  2, -6, -0.5, 8, -2, i, -10, 11, 0
Cc1cccc(C)c1N1CCN(S(=O)(=O)c2ccc(F)cc2)CC1
  -3, -3, 1.2, -12, -2, i, 22, 8, -1
COc1ccc(NC(=O)CCc2nnc3ccc(NCc4ccc5c(c4)OCO5)nn23)cc1
  0, -4, 0.0, 14, 3, i, 2, -10, -1
CCCCN(c1ccccc1)S(=O)(=O)c1cccc(C(=O)Nc2c(C)n(C)n(-c3ccccc3)c2=O)c1
  6, 10, -1.1, -26, -10, i, 4, 1, -4
C=CCn1c(SCc2cccnc2)nnc1-c1ccncc1
  -4, 1, -0.2, 8, 0, i, -5, -8, 0
CCOC(=O)CNC(=O)c1ccc2[nH]c3ccccc3c2c1
  7, -6, -0.7, 6, -3, x, -6, 5, 0
NS(=O)(=O)c1ccc(CNC(=O)Cc2ccccc2[N+](=O)[O-])cc1
  0, 2, -0.4, 9, -3, i, -6, 10, 1
Cc1ccc(OCc2nnc(SCC(=O)NC3CCCCC3)n2C)cc1
  -2, -11, 0.1, 0, -1, i, -4, 8, 3
COc1ccc(NC(=O)C2CC2(Cl)Cl)cc1S(=O)(=O)N1CCCCC1 (configuration not stated)
  2, -8, -0.1, 13, 2, i, 1, -18, 1
NC1=NC[C@H](c2ccccc2)N1CC1CCCCC1
  -6, -12, -0.4, 6, -1, i, -13, 4, 4
CCC(C(=O)Nc1ncccn1)(C(F)(F)F)C(F)(F)F
  2, 10, 0.7, -10, 0, i, -10, 4, 0
Cc1ccc(C(=O)Cn2c(=N)n(N)c3ccccc32)cc1
  -2, -9, -1.2, 17, -1, i, -1, -4, -1
C1=C(N2CCOCC2)/C(=C/c2nc3ccccc3[nH]2)CC1
  -27, -15, x, -4, -13, +, -8, -54, -3
COc1ccc2c(c1)CCc1sc(NC(=O)c3ccco3)nc1-2
  1, -5, x, 17, -9, i, 10, 3, 1

Brought forward from above: two compounds, then new ones.
Sequence of screens: MT1-MMP act inh, E coli Lon inh, MsrA inhibitor, SKN-1 block, MsrA act, Neddyl block, FAS TE block, NRP1-CendR mod, Rin1 Abl inh
C1=C(N2CCOCC2)/C(=C/c2nc3ccccc3[nH]2)CC1
  -27, -15, x, -4, -13, +, -8, -54, -3
COc1ccc2c(c1)CCc1sc(NC(=O)c3ccco3)nc1-2
  1, -5, x, 17, -9, i, 10, 3, 1
Cc1ccc(C(C)C)c(OCC(=O)OCC(=O)NC2CC2)c1
  0, 3, -0.4, 1, 5, i, -8, 1, 1
CCOc1cccc2cc(C(=O)Nc3cc(C)on3)c(=O)oc12
  1, -7, 1.2, -2, -2, i, -2, 2, 2
CCc1ccc(C(=O)CN2C(=O)C(C)N(c3ccc(C)cc3)C2=O)cc1 (configuration not stated)
  3, -8, 0.4, 7, 0, i, 0, 14, 2
O=C(O)CSCC(=O)Nc1cccc(C(F)(F)F)c1
  2, 3, -0.4, -22, -1, i, -7, 0, -3
O=C(Nc1cccc(-c2cnc3ccccc3n2)c1)c1ccc(Cl)cc1
  6, 5, -0.1, 1, -2, i, -8, 6, 1
C=CCn1cnc2c(nnn2-c2ccc(Cl)cc2)c1=O
  -2, 10, 1.3, 14, 0, i, -2, 0, -1
Cc1ccc2nc(-c3cccc(Br)c3)c(Cc3ccccc3C(F)(F)F)n2c1
  -10, -11, 0.1, 3, -2, i, 17, -7, 5
CCS(=O)(=O)c1nc(S(=O)(=O)c2ccc(Cl)cc2)c(N2CCOCC2)s1
  -4, 4, -0.9, 5, -3, i, 8, 35*, 0
CC1CN(c2ccc(Cl)cc2)c2nc3c(c(=O)[nH]c(=O)n3C)n2C1 (configuration not stated)
  7, 6, 1.0, -4, -9, i, -4, 8, 5
CCOC(=O)N1CCN(C(=O)COC(=O)c2oc3ccc(OC)cc3c2C)CC1
  1, 4, 0.8, 1, -4, x, 0, 23*, 4
O=C(CCC(=O)Nc1ccc(F)cc1)N/N=C/c1ccccc1
  5, -1, -0.1, -3, -3, i, 1, 12, 0
Cc1cccc(C)c1OCCCN1CCCC1
  2, 5, 0.7, -5, 2, i, -4, -5, 1
CCOc1ccc2nc(NC(=O)c3c([N+](=O)[O-])cnn3CC)sc2c1
  6, -6, 1.6, 2, -6, i, -8, 7, -1
CCNC(=O)CC1C(=O)N(CC)C(=S)N1NC(=O)c1cccnc1 (configuration not stated)
  0, 13, 1.9, -4, -2, i, 0, -1, 1
O=C(CNc1cccc(S(=O)(=O)N2CCCCCC2)c1)Nc1cccc([N+](=O)[O-])c1
  16, 1, 2.5, -5, -13, i, 32, -8, -1
CCOc1ncccc1C(=O)Nc1ccc(-c2cn3ccsc3n2)cc1
  17, 0, 0.1, -1, -2, x, -2, -2, -6
Cc1cccc(C(=O)NNC(=O)C2CCCCC2)c1O
  6, 3, -0.8, 4, -1, i, -5, -8, 1
CCN(CC(=O)Nc1ccc(NC(C)=O)cc1)C(=O)c1c(C)nn(-c2ccc(F)cc2)c1Cl
  -1, -7, 1.2, -4, -3, i, -6, 6, 2
O=C(CNC(=O)c1ccc(Cl)cc1Cl)OCC(=O)c1ccc2c(c1)OCCO2
  -2, -6, -0.4, -20, -11, i, 0, 1, 2
O=C(Nc1ccccc1OCc1ccccc1)c1ccccc1Br
  -5, -3, 1.1, 13, -2, i, 27, 11, -2

Additional results
Sequence of screens: MT1-MMP act inh, E coli Lon inh, MsrA inhibitor, SKN-1 block, MsrA act, Neddyl block, FAS TE block, NRP1-CendR mod, Rin1 Abl inh
CCCCNc1nnc(SCC(=O)c2c(N)n(C3CC3)c(=O)[nH]c2=O)s1
  -2, 5, -0.3, 16, -2, i, -4, 4, 1
Cc1ccc(C(=O)Nc2cccc(-c3cnc4ccccc4n3)c2)cc1
  5, -3, 0.3, 12, -3, i, -5, -22, -4
COc1ccc(NC(=O)Nc2ccc(F)c(F)c2)c(OC)c1
  -2, 3, -1.3, 6, -8, i, -3, 7, 1
O=C(NCc1ccco1)c1ccc(C(=O)NCc2ccco2)cc1
  -6, -13, 1.1, 5, -4, i, -4, 2, 6
CCOC(=O)C1=C(C)OC(=CC=Cc2ccccc2)C1=O
  -2, -43, 1.9, 11, -1, i, -2, -44, -3

Bioassay records deposited in PubChem by several laboratories.
